TTR transcr act: TTR transcription activators in neuroblastoma reporter cells, primary screen, cell-based, luminescence, SH-SY5Y, TTR promoter Gaussia luciferase; activation, % at 16.7 µM; 100% = recombinant luciferase protein wells; AID 1117267, 2014; actives 1.3% (n = 92,000);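 active = activation above the mean of all tested compounds plus 3 SD, cut at about 9.5% in these data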;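 note: cells exposed to compounds for one day before reading; 0% = median of all test compound wells on the plate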
An asterisk follows results filed as active.

SMILES	TTR transcr act
COc1ccc2c(c1[N+](=O)[O-])CCC/C2=N/OC(=O)c1ccccc1SC	4.7
COc1ccc(NS(=O)(=O)c2ccc3c(c2)[C@H]2C=CC[C@H]2[C@@H](c2ccc(C(=O)O)cc2)N3)cc1	-3.4
CCC(=O)Nc1ccc(CCC(=O)N2CCCC2)cc1	-2.4
COC(=O)NNC(=O)c1ccc(Cl)cc1Cl	4.1
COc1ccc(CC(=O)Nc2cccc(C)n2)cc1OC	-0.1
CCCNc1nc2c(c(=O)n(C)c(=O)n2C)n1CCC(C)C	-5.1
Cc1nn(C2CC(O)C(O)C(CO)O2)c(=O)[nH]c1=O (stereo not drawn)	1.3
COc1ccccc1NC(=O)Cn1c(=O)oc2cc(S(=O)(=O)N3CCCC3)ccc21	-1.0
CCOC(=O)N(C)[C@H]1C[C@H]2c3[nH]c4ccccc4c3CCN2C[C@H]1[C@H](C)O	-0.6
O=C(Nc1ccc(SC(F)(F)F)cc1)c1ccccn1	-2.1
O=C(COC(=O)CNC(=O)c1ccc(Cl)cc1)Nc1ccc2c(c1)OCCO2	-1.2
O=C(NCC(=O)N1CCC2(CC1)NCCc1[nH]cnc12)c1ccccc1F	-1.0

Three entries already listed, arranged by their value in TTR transcr act, high to low.
SMILES	TTR transcr act
COc1ccc2c(c1[N+](=O)[O-])CCC/C2=N/OC(=O)c1ccccc1SC	4.7
CCOC(=O)N(C)[C@H]1C[C@H]2c3[nH]c4ccccc4c3CCN2C[C@H]1[C@H](C)O	-0.6
O=C(NCC(=O)N1CCC2(CC1)NCCc1[nH]cnc12)c1ccccc1F	-1.0

5 entries from above, in markdown.
| smiles | TTR transcr act |
| --- | --- |
| COC(=O)NNC(=O)c1ccc(Cl)cc1Cl | 4.1 |
| CCC(=O)Nc1ccc(CCC(=O)N2CCCC2)cc1 | -2.4 |
| CCCNc1nc2c(c(=O)n(C)c(=O)n2C)n1CCC(C)C | -5.1 |
| COc1ccccc1NC(=O)Cn1c(=O)oc2cc(S(=O)(=O)N3CCCC3)ccc21 | -1.0 |
| COc1ccc2c(c1[N+](=O)[O-])CCC/C2=N/OC(=O)c1ccccc1SC | 4.7 |

(continued)
SMILES	TTR transcr act
Cc1cc(C)cc(OCc2nnc(N)s2)c1	0.9
COc1ccc(S(=O)(=O)N2CCN(CC(=O)Nc3ccc(F)c(F)c3)CC2)cc1	0.3
Cc1ccc(C)c(NS(=O)(=O)c2cc(C(=O)NCc3ccco3)ccc2C)c1	3.2
FC(F)(F)c1ccc(-c2nc(=S)[nH][nH]2)cc1	7.3
COc1cc(Cl)c(C)cc1NC(=O)COc1ccccc1[N+](=O)[O-]	-1.8
CCOC(=O)CSc1nnc(NC(=O)NC(C)C)s1	0.8
Fc1ccc(/C=N/c2c(-c3ccc(F)cc3)nc3n2CCS3)cc1	-1.3
CC1=NNC(=O)C1CCC(=O)N/N=C/c1ccccc1 (stereo not drawn)	0.4
Cc1cccc(NCC(=O)N/N=C\c2cccc(Oc3ccccc3)c2)c1	0.8
Cc1ccc(CN2CCNC(=O)C2CC(=O)O)o1 (stereo not drawn)	0.5
CN(C)/C=N/n1cnc2ccccc2c1=O	0.3
Cc1cc(C)c2c(C)nn(C3CCCCC3)c2n1	0.5
Nc1nc(SCC(=O)Nc2cccc(Oc3ccccc3)c2)n[nH]1	4.2
NC(=O)C1(N2CCCCC2)CCN(C(=S)Nc2cc(F)cc(F)c2)CC1	-0.2
COc1ccc(-c2cc(C(=O)NCC3CCCCC3)[nH]n2)c(C)c1	0.1
Cc1cc(C)cc(N(CC(=O)NCc2ccc3c(c2)OCO3)C(=O)CCC(=O)Nc2ccccn2)c1	-3.8
O=C(N/N=C/c1ccccc1OCc1ccccc1Cl)c1cccnc1	-0.6
CN(N=Nc1cccc([N+](=O)[O-])c1)c1cccc([N+](=O)[O-])c1	20*
COc1ccccc1CNC(=O)COC(=O)c1ccc(C)c(S(=O)(=O)N2CCOCC2)c1	0.7
COc1ccc(NS(=O)(=O)c2cccc(NC(=O)c3ccc(Cl)nc3)c2)cc1	-4.6
O=C(c1ccc(S(=O)(=O)N2CCc3ccccc3C2)cc1)N1CCCCC1	-0.6
C=CCSc1nsc(NC(=O)Nc2ccc(F)cc2)n1	-6.1
CCOc1ccc(CCNC(=O)COC(=O)Cc2c[nH]c3ccccc23)cc1OCC	-2.0
CCOC(=O)C1C(=O)CC(O)(c2ccccc2)CC1c1ccccc1 (stereo not drawn)	-3.1
COc1ccccc1/C=C/C(=O)OC(C)CN1CCCCC1 (stereo not drawn)	-1.3
COc1ccc2c(c1OC)C(=O)N(c1ccc(C)cc1)C2	-0.6
COc1cc(NC(=O)c2cnc(N)o2)cc(C(=O)Nc2cccc(C(F)(F)F)c2)c1	-4.4
CCC(C)C(NC(=O)OCc1ccccc1)C(=O)OCN1C(=O)c2ccccc2C1=O (stereo not drawn)	-0.3
Cc1sc2ncnc(NCCCN3CCCC3=O)c2c1C	1.7
O=C(/C=C/c1ccc(F)cc1)c1cc(Br)ccc1O	3.4
CN(C)CCCOC(=O)c1ccc(Cl)cc1Cl	-1.8
Cn1c(=O)c2c(nc(Br)n2Cc2ccccc2Cl)n(C)c1=O	-2.7
Cc1ccc(NC(=O)CSCC(=O)NC2=NCCS2)cc1	1.6
c1cncc(CNc2c3c(nc4nnnn24)CCCC3)c1	0.8
COc1ccc(CN2C(=O)C(CC(=O)NC(c3ccccc3)c3ccccc3)CC(C(=O)N(C)C)=C2C)cc1 (stereo not drawn)	-0.2
COc1ccc(-n2c(O)c(/C=N/NS(=O)(=O)c3cccc([N+](=O)[O-])c3)c3ccccc3c2=O)cc1OC	2.5
CC(=O)NC1(C(F)(F)F)C(=O)Nc2c1c(=O)[nH]c(=O)n2CC(C)C (stereo not drawn)	0.7
O=C1NC(c2ccccc2)Cc2ccncc21 (stereo not drawn)	-0.8
COc1ccc(CC(=O)NCc2ccccn2)cc1OC	4.4
NC(N)=NN=C(c1ccc(F)cc1)c1ccc(C(F)(F)F)cc1	-1.1
Cc1ccc(COc2ccc(C(=O)NN)cc2)cc1	3.7
COCOCCn1cc(CN2CCS(=O)(=O)N(Cc3ccc(-c4ccc(OC)cc4)cc3)C(CC(C)C)C2=O)nn1 (stereo not drawn)	-1.6
O=C(Nc1nc(-c2cccs2)c(-c2ccccc2)s1)c1ccco1	-4.0
Cc1cc(C(=O)N2CCN(S(C)(=O)=O)CC2)sc1-c1ccccc1	-1.9
COc1c(Br)cc(Br)cc1/C=N/NC(=O)c1ccncc1	0.0
CC1CCN(S(=O)(=O)CCNC(=O)c2ccc3c(c2)OCO3)CC1	-0.6
O=C(N/N=C/c1ccc(N2CCOCC2)c([N+](=O)[O-])c1)c1ccc(F)cc1	-0.5
O=C1CCC(OCc2ccccc2)CCN1[C@H](CSc1ccccc1)Cc1ccccc1 (stereo partly drawn)	-0.5

Three compounds out of the list, ordered by formula weight, largest number first.
SMILES	TTR transcr act
O=C(N/N=C/c1ccc(N2CCOCC2)c([N+](=O)[O-])c1)c1ccc(F)cc1	-0.5
CC1CCN(S(=O)(=O)CCNC(=O)c2ccc3c(c2)OCO3)CC1	-0.6
COc1ccc(CC(=O)NCc2ccccn2)cc1OC	4.4

(more compounds)
SMILES	TTR transcr act
O=C1CCCC/C=C\C[C@H](CC(=O)N(CCO)Cc2ccccc2)C(=O)NC[C@H](c2ccccc2)O1	2.6
COc1ccc2c(CN3CCN(C(C)=O)CC3)cc(=O)oc2c1	7.2
O=C(Nc1ccc(F)c(Cl)c1)c1nsc(Cl)c1Cl	-1.8
Cc1cccc(NS(=O)(=O)c2ccc(C)c(C(=O)NCc3cccnc3)c2)c1	4.8
Nc1c(NCc2ccccc2)c2ccccc2oc1=O	4.3
Cc1ccc(C2CC(c3cccs3)=NN2C(=O)c2ccco2)o1 (stereo not drawn)	-0.2
COc1cc(OC)cc(C(=O)N[C@H](C(=O)Nc2nc3c(s2)CCCC3)C(C)C)c1	-1.2
O=C(NCc1ccncc1)C(=O)N/N=C/c1ccccc1OCc1ccccc1	-0.8
Cc1ccc(CNC(=O)CCSCc2ccccc2F)cc1	-1.8
C[C@H](CO)N1C[C@H](C)[C@@H](CN(C)S(=O)(=O)c2cccc(F)c2)OCc2cnnn2CCCC1=O	-0.8
N#Cc1ccc(CNC(=O)N2CCOCC2)cc1	-0.9
CN(Cc1ccccc1)c1ccc2nnc(-c3ccccc3)n2n1	-1.9
O=C(COc1ccc(N2C(=O)c3ccccc3C2=O)cc1)c1ccccc1	0.3
CCOc1ccc(N(CC(=O)NCc2ccccc2C)S(C)(=O)=O)cc1	3.2
Cc1cc(C)c(S(=O)(=O)Cc2ccccc2)c(Cl)n1	4.1
O=c1[nH][nH]cc1C=NCc1cccc(C(F)(F)F)c1	0.2
O=C(Nc1ccc([N+](=O)[O-])cc1)C(c1ccccc1)c1ccccc1	-0.7
O=C(Nc1ccc(Cl)cc1)N1CCCC(Cn2cccc2)C1 (stereo not drawn)	-0.3
COc1cc(NC(=O)CSc2nccc(C)n2)c(C)cc1[N+](=O)[O-]	0.2
CC(=O)NS(=O)(=O)c1ccc(NC(=O)c2cc3c(=O)n4ccccc4nc3s2)cc1	-2.4
Cc1nc(C)c(-c2ccc(SCc3ccccc3C)nn2)s1	16*
Cc1cccc(-n2c(C)cc(/C=C3/C(=N)N4C(c5ccccc5)=CSC4=NC3=O)c2C)c1	1.8
CCOC(=O)CSc1nnc(-c2c[nH]c3ccccc23)o1	-0.5
O=C(CC1SC(=NC2CCCCC2)NC1=O)Nc1ccccc1 (stereo not drawn)	-1.3
Cc1occc1C(=O)N1CCCC(Nc2ccc(F)cc2)C1 (stereo not drawn)	1.3
COc1ccc(C)cc1NS(=O)(=O)c1ccccc1	-0.5
CC(Sc1ccccc1)C(=O)NCCc1ccccc1 (stereo not drawn)	-1.3
O=C(O)CSc1nnc(-c2ccc(S(=O)(=O)N3CCCC3)cc2)n1Cc1ccco1	0.5
CC(=Nc1ccc(Br)cc1)c1sc2ccccc2c1O	-0.9
COc1cc(OC)c(NC(=O)N2CCOCC2)cc1Cl	-2.1
Cc1ccc(-n2c(Cn3cnc4ccccc43)nnc2SCC(=O)O)cc1	5.3
O=C(CSc1nc2ccccc2[nH]1)NC(=O)NCc1ccco1	2.0
COc1ccc(/C=N/OCc2ccc(Br)cc2)c(OC)c1	-0.9
CCOC(=O)C1=C(C)NC(SCC(N)=O)=C(C#N)C1c1ccncc1 (stereo not drawn)	0.2
Cc1ccc(NC(=S)NC(=O)CC2CC(C)(C)OC2=O)cc1 (stereo not drawn)	1.2
CCc1ccc(C(=O)Nc2ccc(C)c(NS(C)(=O)=O)c2)cc1	-1.7
Clc1ccc(-c2nnc(CNC3CC3)o2)cc1	-1.3
Nn1c(Cc2cccc3ccccc23)nnc1SCc1c(F)cccc1Cl	1.3
CCOC(=O)CNC(=O)C(Cc1ccccc1)NS(=O)(=O)c1ccc2c(c1)CCC(=O)N2 (stereo not drawn)	-0.9
CCCCCc1ccc(CC(=O)O)cc1	-2.0
CC(C)C(C(=O)NCc1ccco1)N(C(=O)CNS(=O)(=O)c1ccccc1)C1CCCC1 (stereo not drawn)	5.7
Cc1cccc([C@@H]2[C@@H]3C(=O)N(Cc4ccccc4)C(=O)[C@@H]3[C@]3(Cc4ccccc4)C(=O)N(c4cccc(Cl)c4)C(=O)N23)c1	-1.5
O=C1Nc2ccccc2N(O)N1c1cc(-c2ccccc2)[nH]n1	-0.3
O=C(Cn1cnc2c(NC(=O)OCc3ccccc3)ncnc21)NCc1ccccn1	2.3
CCOC(=O)c1nc(C)nc(Sc2n[nH]c(-c3ccccc3)n2)c1C	2.2
Cc1cccc(NC(=O)CSc2nc(NS(=O)(=O)c3ccccc3)cc(=O)[nH]2)c1	1.6
CC1CC1C(=O)OCC(=O)NC(=O)NC12CC3CC(CC(C3)C1)C2 (stereo not drawn)	-0.8
OC(CNCCc1ccc(C(F)(F)F)cc1)COc1ccc2ccccc2c1 (stereo not drawn)	-2.4
O=[N+]([O-])c1ccc(N2CCC(O)CC2)nc1	0.8
C=CCn1c(SCC(N)=O)nnc1-c1cnccn1	-0.6
CN(C)S(=O)(=O)c1ccc(NC=C(C#N)C#N)cc1	1.1
COc1ccccc1C(=O)NC(=O)COC(=O)c1nccnc1N	0.5
Cc1ccc([N+](=O)[O-])cc1NC(=O)CSc1nncc2ccccc12	-1.1
Cc1c(C(=O)N2CCCCCC2)oc2ccccc12	0.0
Cc1noc(C)c1S(=O)(=O)Nc1ccc2c(c1)C(=O)N([C@H](C)CO)C[C@H](C)[C@H](CN(C)C(=O)NC(C)C)OCCCC[C@@H](C)O2	0.7
C=CCN1C(=O)c2ccc(C(=O)N(CC)CC(=O)Nc3ccc(OC)cc3)cc2C1=O	0.7
Cc1[nH]nc2c1/C(=N\O)CCC2	3.2
COC(=O)[C@H](CCSC)NC(=O)NCc1ccc(S(N)(=O)=O)cc1	0.5
Cn1nccc1NC(=O)Nc1cccc(Cl)c1Cl	-2.4
O=C1NN=C(CSc2n[nH]c(=S)s2)CS1	0.4

Other results follow.
SMILES	TTR transcr act
COc1cccc2c1OC[C@@H](CO)[C@H]2N(C)C(=O)Nc1ccc(Cl)cc1Cl	-1.0
COc1ccc(C(=O)N2CCCc3ccccc32)cc1Br	1.0
Fc1ccc(Cn2ccc3ccc(-c4ccc5ccn(Cc6ccc(F)cc6)c5c4)cc32)cc1	7.8
Cc1ccc(CNc2ccc(O)cc2)cc1	0.0
O=C1CC(NNC(=O)c2cccc(F)c2)C(=O)N1 (stereo not drawn)	0.7
CCc1cccc(NC(=O)CN(c2ccc(C)cc2)S(=O)(=O)c2c(C)noc2C)c1	-2.4
COC(=O)c1sccc1Oc1ccc(F)cc1[N+](=O)[O-]	1.0
Cc1ccc(C(=O)Oc2coc(CSc3nnc(NC(=O)C4CC4)s3)cc2=O)cc1	-2.0
COc1ccc(C(c2nnnn2CC2CCCO2)N2CCC(C(N)=O)CC2)cc1 (stereo not drawn)	-2.2
Cn1cncc1C#Cc1ccc2cc(CCO)oc(=O)c2c1	-0.8
CCC(C)N(C(=O)c1csnn1)C(C(=O)NCc1ccc(F)cc1)c1ccccc1 (stereo not drawn)	0.2

These rows are one share of the data; the hit share may differ from the screen's.
